Assay outcomes as filed in PubChem.
KAT2A inh: blocks human GCN5L2 histone acetyltransferase; Q92830; GCN5L2 HAT assay, ThioGlo1 CoA-SH fluorescence; Potency, µM (highest dose often 58.9 µM), for the others: at the top dose activity change, negative = inhibition, hits mostly inhibitors; 390,000 tested, 0.21% active
Target sequence (Q92830 whole entry, looked up): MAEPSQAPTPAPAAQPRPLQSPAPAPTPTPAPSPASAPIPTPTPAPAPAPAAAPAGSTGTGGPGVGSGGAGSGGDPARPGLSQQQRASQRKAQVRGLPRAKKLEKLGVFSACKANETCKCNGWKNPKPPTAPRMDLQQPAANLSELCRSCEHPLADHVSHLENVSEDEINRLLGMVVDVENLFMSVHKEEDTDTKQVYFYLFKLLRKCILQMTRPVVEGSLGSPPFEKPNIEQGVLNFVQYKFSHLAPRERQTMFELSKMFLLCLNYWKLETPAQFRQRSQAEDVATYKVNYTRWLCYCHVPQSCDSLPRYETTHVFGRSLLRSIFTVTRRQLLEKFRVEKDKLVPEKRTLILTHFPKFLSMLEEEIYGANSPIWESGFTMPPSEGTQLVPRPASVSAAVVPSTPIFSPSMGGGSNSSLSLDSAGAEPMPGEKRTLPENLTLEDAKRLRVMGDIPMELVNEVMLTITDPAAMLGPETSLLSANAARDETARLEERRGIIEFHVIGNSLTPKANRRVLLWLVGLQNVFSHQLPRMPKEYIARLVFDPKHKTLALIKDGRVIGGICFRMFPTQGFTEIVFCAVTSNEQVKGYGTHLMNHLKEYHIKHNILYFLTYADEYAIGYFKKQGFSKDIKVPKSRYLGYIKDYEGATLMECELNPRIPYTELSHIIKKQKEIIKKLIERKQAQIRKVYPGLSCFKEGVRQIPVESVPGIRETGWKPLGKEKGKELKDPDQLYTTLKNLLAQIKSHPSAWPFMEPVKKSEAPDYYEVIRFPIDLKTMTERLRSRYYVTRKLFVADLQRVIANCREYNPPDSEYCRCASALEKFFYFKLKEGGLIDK
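Preincubate 20nM GCN5L2 with compound 15 min, RT → add 50uM ThioGlo1 + 75uM H3(1-25) + 70uM acetyl-CoA → read fluorescence 0 and 20 min. Primary qHTS; fluorescent artifacts likely.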
DT40 TDP1 no CPT: qHTS for Inhibitors of human tyrosyl-DNA phosphodiesterase 1 (TDP1): qHTS in cells in absence of CPT. DT40 Tdp1-/- hTDP1 cells, no CPT, ATP luminescence, 48 h. Potency, µM (doses to about 46.2 µM), without a hit: top-dose activity change, negative = growth inhibition, usual class: inhibitors. 420,000 tested, 15% active. AID 686978, 2013; also: nearly all actives have a fitted effect of over 55% in size
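Compound effects on proliferation are scored in DT40 Tdp1-/-;hTDP1 cells in the absence of CPT. ATP levels (CellTiter-Glo luminescence) are recorded after a ≥48 hr, 37 °C incubation.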
DT40 TDP1 CPT: DT40-hTDP1 cell growth loss with CPT; AID 686979; chicken DT40 Tdp1-/-;hTDP1 cells + 20 nM CPT, ATP luminescence, 48 h; Potency, µM (doses to about 46.2 µM), for inactives: at the highest dose activity change, negative = growth inhibition, most hits filed as inhibitors; 420,000 tested, 12% active; also: nearly all actives have a fitted effect of over 55% in size
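Cell growth measured by CellTiter-Glo luminescence after a minimum 48 h, 37 C compound exposure with 20 nM CPT in Tdp1-knockout DT40 cells stably expressing hTDP1, seeded 400/well; qHTS titration format.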
* marks the source's active call; other numbers are inactive results; ? = inconclusive; . = no result given; & = joins results of further samples; ! = not confirmed by another sample. Calls follow the shape of the dose curve; as a rule, active = well fitted curve in the direction sought with a large enough effect; inconclusive = small, poorly fitted or top-dose-only effect, or another doubt; inactive = no such curve, though single readings can be large; an effect the other way counts as inactive or inconclusive. % is scaled to controls: 0 for no effect and ±100 for the full control effect; potency is read from the fitted curve at half-maximal effect. The order is random. Share with any hit: about 18%.

SMILES	KAT2A inh	DT40 TDP1 no CPT	DT40 TDP1 CPT
Cc1cccc(NS(=O)(=O)c2ccc(C)c(C(N)=O)c2)c1	-1.7%	9.2µM*	?
CCC(=O)N1CCc2cc(Br)cc(S(=O)(=O)N3CCC(C(=O)N(CC)CC)CC3)c21	-3.1%	?	-0.2%
O=C(O)c1ccccc1C(=O)NCC(O)c1ccccc1 (stereo not given)	-6.3%	-17.5%	-4.7%
Cc1ccc(CNC(=O)CSc2nc(=O)n(Cc3ccco3)c3c2CCC3)cc1	-1.2%	?	-26.8%
COc1ccc(NC2=C(NCCO)C(=O)c3ccccc3C2=O)cc1	-1.8%	14.6µM*	11.6µM*
COc1ccc(C(=O)NC(=S)N2CCOCC2)cc1[N+](=O)[O-]	-17.5%	16.9%	2.6%
O=c1cnc2cnc(N3CCOCC3)nc2n1Cc1cccs1	-13.0%	-1.5%	-28.2%
COc1cccc(Nc2nc(N)c([N+](=O)[O-])c(NCc3ccccc3)n2)c1	-8.6%	?	?
CN(C)S(=O)(=O)N1CCN(C(=O)N2CCCCCC2)CC1	0.0%	-0.8%	-0.3%
COc1cc(C2N3CC4(C)CN2CC(C)(C3)C4)ccc1O (stereo not given)	-4.8%	-8.4%	26.7%
CCOC(=O)C(=Cc1cc(=O)c(OC)co1)C(=O)OCC	-0.5%	0.731µM*	1.3µM*
Cc1ccccc1Nc1cc(C(=O)NC2CCCCC2)c2ccccc2n1	-7.9%	20.6µM*	?
c1ccc2c(CCc3ccncc3)cccc2c1	.	-16.3%	-16.0%
COc1cccc(-c2c3c([nH]c(=O)c2C#N)CCc2cc(OC)ccc2-3)c1	-0.6%	-23.1%	-9.8%
O=S(=O)(c1ccc(-c2ccccc2)cc1)N1CCCC1	-1.7%	6.4%	-7.0%
CCC1(C)Cc2c(sc3c2c2ncnn2c2nnc(SCC(=O)NCc4ccco4)n32)CO1 (stereo not given)	-0.6%	?	?
NC(=O)C1CCCN(C(=O)c2ccc3oc(Cc4ccc(Cl)cc4)nc3c2)C1 (stereo not given)	-2.3%	6.6%	-1.2%
O=C(Nc1ncc2c(n1)-c1ccccc1CC2)c1ccc(F)cc1	-8.6%	?	-13.2%
CCOC(=O)c1cc(-c2ccccc2)n(-c2cccc(C(=O)N(CC)c3ccccc3)c2)c1C	-4.7%	18.4µM*	14.6µM*
CSc1nc(N2CCN(c3ccccc3Cl)CC2)c2ccccc2n1	-2.0%	?	-5.2%
CC(=O)c1cccc(NC(=O)c2sc(-n3nc(C)c(Cc4ccccc4)c3C)nc2C)c1	-0.3%	?	?
CCN(CC)CCC(C)OC(=O)c1ccc(O)cc1O (stereo not given)	-4.8%	2.1%	-1.5%
CCCN(CCC)CCCNS(=O)(=O)c1cc(Br)cc2c1N(C(C)=O)CC2	-1.1%	-9.4%	-5.9%
COc1ccccc1NCCC(=O)OCC(=O)Nc1ccccc1Cl	-2.6%	-1.9%	-12.2%
Cc1nc(-c2cccc(NC(=O)Nc3ccc([N+](=O)[O-])cc3)c2)no1	?	4.61µM*	5.17µM*
CC[C@H](C)[C@H](NS(=O)(=O)c1ccc(C)cc1)C(=O)N1CCC(C(=O)N[C@@H](C)C(=O)O)CC1	4.1%	0.0%	-0.5%
Cc1ccc(-n2c(=O)[nH]cc(C(=O)Nc3ccc4c(c3)OCO4)c2=O)cc1C	1.3%	-15.6%	-17.9%
CCCC(=O)Nc1ccc(N2CCN(S(C)(=O)=O)CC2)cc1	-0.7%	-4.3%	-3.7%
CCOC(=O)C1(C)CCN1C(=O)c1cc(F)ccc1C (stereo not given)	.	-15.3%	?
CCOc1c(N2CC(C)OC(C)C2)c(=O)c1=O (stereo not given)	-5.6%	0.0%	10.4%
COc1ccc(NC(=O)CSc2nc(-c3ccncc3)nn2CC(=O)N2CCCC2)cc1	-3.7%	-0.2%	-1.9%
CCN(CC)S(=O)(=O)c1cccc(-c2nc3n(n2)Cc2ccccc2-3)c1	-0.2%	23.1µM*	?
CCCCOc1ccc(-c2nnc(-c3ccco3)o2)cc1	-3.0%	?	-21.4%
COc1ccc(OCC(O)CN2CCCCCC2)cc1 (stereo not given)	-7.4%	-6.4%	-14.0%
C[C@H](CO)N1C[C@H](C)[C@H](CN(C)C(=O)c2ccncc2)OCc2cnnn2CCCC1=O	.	9.8%	3.8%
CCOC(=O)C(=O)N=Nc1c(O)[nH]c2ccccc12	1.8%	-0.9%	-1.3%
CCCC(=O)N(C1CC(C)C(C#N)(C#N)C1(C#N)C#N)N(C)C (stereo not given)	-13.0%	2.31µM*	1.3µM*
O=C1COc2ccc(C(=O)COC(=O)c3cccnc3Cl)cc2N1	-2.1%	-10.6%	8.8%
OC(c1cc(F)cc(Cl)c1)c1ncc(-c2ccc3ccccc3c2)[nH]1 (stereo not given)	.	13µM*	18.4µM*
O=c1c2ccccc2nc(SCc2ccccc2Cl)n1Cc1ccccc1	?	-6.6%	-1.6%
COc1ccc(S(=O)(=O)Nc2ccccc2-c2nc3ccccc3[nH]c2=O)cc1	-9.1%	?	?
COc1cc(/C=C(\NC(=O)c2ccccc2)C(=O)NC(C(=O)O)c2ccccc2)cc(OC)c1OC (stereo not given)	-7.4%	1.2%	-2.6%
CC1CN(C(=O)CCC(=O)N2CCN(c3cccc(C(F)(F)F)c3)CC2)c2ccccc2O1 (stereo not given)	-11.5%	20.6µM*	18.4µM*
COc1ccc(S(=O)(=O)N2CCCOC2CNC(=O)C(=O)NCCCn2ccnc2)cc1 (stereo not given)	-12.7%	1.6%	6.7%
Cn1c(=O)oc2cc(S(=O)(=O)N3CCCC(C(=O)NCC4COc5ccccc5O4)C3)ccc21 (stereo not given)	-5.1%	?	?
CC(C)(C)Nc1scc(-c2ccccc2)[n+]1-c1ccccc1	-9.0%	?	?
COc1cccc(-n2c(SCC(=O)N3CCc4ccccc43)nc3c([nH]c4ccccc43)c2=O)c1	-2.8%	10.3µM*	7.31µM*
O=C(NCCc1ccc(Cl)cc1)C1CCN(C(=O)c2sccc2-n2cccc2)CC1	0.0%	?	?
CCOC(=O)N1CCN(C(=O)C2CC(=O)N(c3ccc(C)cc3)C2)CC1 (stereo not given)	-2.6%	-14.5%	-29.3%
COc1ccccc1N(CC(=O)Nc1cc(C)on1)S(=O)(=O)c1cccc(C(F)(F)F)c1	-0.1%	?	?
CCc1nc2ccc(C(=O)N(CC)CCN(C)C)cn2c1N(CC)C(=O)NCCc1ccccc1	.	-0.6%	4.3%
CN(C)CCCNC(=O)c1cc(C(=O)Cc2ccccc2)c[nH]1	12.7%	1.2%	0.5%
O=C(Nc1ccccc1C(=O)N1CCN(CCO)CC1)c1cccc([N+](=O)[O-])c1	2.9%	-0.3%	13.3%
CC(=O)Nc1nc(-c2cccs2)cs1	1.0%	-12.5%	6.4%
C/C(=C(/NC(=O)c1ccccc1)C(=O)O)c1ccco1	-0.2%	6.6%	-7.4%
CC1=C2C(=O)OC(c3ccoc3)C2(C)CCC1 (stereo not given)	-6.7%	-12.7%	-14.4%
Cc1cc(=O)[nH]c2nnc(SCc3ccc(C(F)(F)F)cc3)n12	-5.1%	4.5%	19.4%
CCOC1=C2[C@@H](CN(S(=O)(=O)c3ccc(C)cc3)[C@H]2c2ccccc2F)[C@H]2C(=O)N(c3ccccc3)C(=O)[C@H]2C1	.	-19.5%	?
C/C(N)=C(/C#N)C(=O)CN1C(=O)NC(Cc2c[nH]c3ccccc23)C1=O (stereo not given)	3.4%	19.6%	3.8%
COC(=O)C1(C)NC(c2ccc(O)cc2)C2C(=O)N(c3ccc(F)cc3)C(=O)C21 (stereo not given)	-10.7%	4.9%	1.5%

Next results.
SMILES	KAT2A inh	DT40 TDP1 no CPT	DT40 TDP1 CPT
O=C(NCCCn1ccnc1)c1cn(-c2ccccc2)nc1-c1ccc(F)cc1	-2.7%	-21.2%	-29.4%
O=C(C1CCN(CC2CC=CCC2)CC1)N(CCc1ccccc1)Cc1ccccc1 (stereo not given)	-4.4%	-2.2%	-3.3%
CCN(C(=O)COC(=O)COc1ccc(Cl)c(C)c1)C1CCS(=O)(=O)C1 (stereo not given)	0.4%	19.5%	-2.5%
CNC(=S)NNC(=O)Cc1ccc(O)cc1	3.3%	-6.2%	-3.0%
CCCc1ccc(OCC(=O)Nc2sc3c(c2C(=O)OC)CCCCC3)cc1	-1.0%	?	4.3%
COc1cccc(C2(O)CC(C(F)(F)F)=NN2C(=O)c2ccccn2)c1 (stereo not given)	25.1µM*	-10.4%	?
COc1ccc(Nc2nc(C(=O)N(CCO)Cc3ccccc3)cs2)cc1	-3.2%	?	?
COc1cc(OC)cc(-c2nc3n(n2)C(c2ccccc2F)C(C(=O)Nc2cccnc2)=C(C)N3)c1 (stereo not given)	-5.9%	?	?
O=C(CCN1C(=O)c2ccccc2C1=O)N1CCN(Cc2ccc(Cl)cc2Cl)CC1	-28.4%	-21.5%	?
COc1ccc(Cn2c(C(=O)O)c(CNCCc3cccs3)c3ccc(C)cc32)cc1	0.2%	23.1µM*	?
O=C(CN1C(=O)COc2ccccc21)NCCN1CCc2ccccc2C1	-2.2%	4.1%	-5.2%
CN(CC(=O)Nc1ccc(S(=O)(=O)N2CCCC2)cc1)Cc1ccc(Cl)cc1Cl	-7.2%	?	18.4µM*
CCOC(=O)c1[nH]cnc1C(=O)Nc1ccc([N+](=O)[O-])cc1	-0.3%	-23.8%	?
C[C@H](CO)N1C[C@H](C)[C@@H](CN(C)Cc2ccncc2)Oc2c(cccc2N(C)C)C1=O	2.0%	3.0%	2.5%
O=C(CSc1nc2c(sc3ccccc32)c(=O)n1CCCN1CCCC1)NCC1CCCO1 (stereo not given)	0.0%	5.6%	-26.3%
Cc1cc(C)n2c(SCC(=O)N3CCN(S(=O)(=O)c4ccc(Cl)cc4)CC3)nnc2n1	-2.7%	0.1%	-2.4%
CC1(C)CC(=O)C=C(NCCc2ccccc2)C1	-4.2%	-15.9%	17.5%
Cc1cc(C)c(CN2CCC(CO)(CCOc3ccccc3)CC2)cc1C	-14.9%	?	?
CS(=O)(=O)c1ccc(Nc2nc(C(N)Cc3ccccc3)cs2)cc1 (stereo not given)	.	20.6µM*	?
COc1ccc(S(=O)(=O)Nc2cccc(-c3ccc4nncn4n3)c2)cc1F	-10.0%	2.31µM*	2.31µM*

The closing 5 compounds of the section above are carried over, then new ones follow.
SMILES	KAT2A inh	DT40 TDP1 no CPT	DT40 TDP1 CPT
Cc1cc(C)n2c(SCC(=O)N3CCN(S(=O)(=O)c4ccc(Cl)cc4)CC3)nnc2n1	-2.7%	0.1%	-2.4%
CC1(C)CC(=O)C=C(NCCc2ccccc2)C1	-4.2%	-15.9%	17.5%
Cc1cc(C)c(CN2CCC(CO)(CCOc3ccccc3)CC2)cc1C	-14.9%	?	?
CS(=O)(=O)c1ccc(Nc2nc(C(N)Cc3ccccc3)cs2)cc1 (stereo not given)	.	20.6µM*	?
COc1ccc(S(=O)(=O)Nc2cccc(-c3ccc4nncn4n3)c2)cc1F	-10.0%	2.31µM*	2.31µM*
COc1cccc(/C=C(\C)C(=O)c2c(C)cc(C)[nH]c2=O)c1OC	-10.2%	11.5%	2.9%
CN1C(=O)[C@H]2[C@@H](/C=C/c3ccccc3)N3C(=O)CN(Cc4ccccc4)C(=O)[C@@]3(C)[C@H]2C1=O	-0.5%	-24.6%	-14.2%
O=c1nc(/C=C/c2ccccc2C(F)(F)F)cc(C(F)(F)F)[nH]1	-7.0%	-15.6%	-11.0%
COc1ccc(Br)cc1/C=N/n1c(-c2ccccc2)n[nH]c1=S	-1.2%	0.3%	-10.4%
Cc1c(NC(=S)N2CCN(c3cccc(Cl)c3)CC2)c(=O)n(-c2ccccc2)n1C	-4.2%	?	-0.5%
COc1ccc(S(=O)(=O)N2CCCCCC2)cc1C(=O)OCC(=O)NCC(C)C	0.7%	-0.4%	-16.4%
O=S1(=O)N=C(c2ccccc2)C=C(c2ccccc2)N1	-6.9%	15.4%	7.9%
C=CCc1ccccc1OCC(O)CN1CCN(Cc2ccc3c(c2)OCO3)CC1 (stereo not given)	-9.1%&-1.8%	?	16.4µM*!
COCC(=O)N1C[C@H]2CON(C)[C@H]2C[C@H]1c1ccc(N2CCCCC2)cc1	.	5.2%	7.1%
CCOc1ccc(S(=O)(=O)N(C)c2ccc(OCC(=O)Nc3nc(-c4cc(OC)ccc4OC)cs3)cc2)cc1	-4.9%	-1.0%	?
O=C(CN1CCOCC1)N/N=C/c1ccccc1	-0.7%	-6.5%	-7.2%
COCC(=O)Nc1nnc(SCC(=O)NCc2cccs2)s1	-14.7%	-15.5%	-25.0%
CCCCc1ccc(NC(=S)NCc2ccccc2OC)cc1	-1.0%	-0.6%	8.6%
